From PubChem
XIAP antagonists – XIAP antagonists, biochemical, IAP family, fluorescence polarization (AID 1018) | XIAP BIR domain, fluorescence polarization peptide displacement; higher % means a stronger effect | one-dose displacement, % at 20 µM; IC50 in µM for titrated hits | 200,000 compounds, 0.007% hits; in the data active = displacement above about 50%; note: a part of the inactive calls stands beside numbers as strong as those of hits
Insulin prom up – MIN6 insulin promoter up-regulation | MIN6 insulin promoter-GFP reporter, high-content imaging; active compounds read high | z-score at 5 µM | 190,000 compounds, 0.3% hits;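 active = z-score above 3 at 5 µM with at least 500 cells counted in the well; inconclusive = wells under 500 cells, flagged as cytotoxic or low count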
MT stabilize HCS – microtubule stabilizers in HeLa cells. % tubulin-high responders, % at 10 µM. HeLa tubulin immunostaining HCS, 24 h; share of cells brighter than vehicle mean+2SD. 200,000 compounds, 0.83% hits. AID 2205;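 active = plate Z-score above 3 for both tubulin-high and condensed-nucleus cell shares, with cell loss under 80%, at 10 µM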;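 note: anti alpha tubulin signal scored within the nucleus-defined area of each cell; some results filed as inactive read as strong as hits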
bCat nuc transl – alters nuclear translocation of beta-catenin in HeLa cells; immunofluorescence imaging; 190,000 compounds, 0.3% hits; nuclear translocation activity, % at 5 µM; AID 1665;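 active = nuclear translocation activity above 50% at 5 µM, with a well cell count of 50 or more; inconclusive = wells under 50 cells across six images, flagged as toxic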;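 note: per-cell ratio of nuclear to cytoplasmic median beta-catenin stain intensity; plate controls were DMSO negative control for no effect and GSK-3 inhibitor IX positive control for full effect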
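System: HeLa cells, endogenous beta-catenin; compound dosing: 5 µM primary single dose, 0.1% DMSO, 0.02–20 µM confirmation series; incubation: 24 h compound exposure at 37°C, 5% CO2; signal: beta-catenin immunofluorescence imaging with DAPI; evaluation: % activation, nuclear-to-cytoplasmic median beta-catenin signal ratio per cell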
Dynein cargo inh – dynein cargo transport inhibition | z-score, hits read low | AID 1381 | 220,000 compounds, 0.47% hits | 3617.4 mouse cells, GR-EGFP nuclear translocation imaging; test concentration mostly 20 µM; stimulated with dexamethasone, 1 µM; active compounds read low;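 active = plate z-score of nuclear minus cytoplasmic receptor signal below a set negative limit, without overly bright fluorescence or cell loss, cut at about -3.5 in these data, passing the limit was not always enough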;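 note: z-score of nuclear minus cytoplasmic ring GR-EGFP intensity difference per well; some compounds called inactive have numbers as strong as hits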
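Buffer or medium: tet-free, stripped-serum medium; reagent: dexamethasone at 1.0 µM final, 30 min; incubation: 48 h induction, 1 h compound, 30 min dex at 37 °C; measured by: formaldehyde fixation, Hoechst nuclear stain, 10x automated fluorescence imaging; read-out: nuclear-to-cytoplasmic GR-EGFP distribution per well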
WT yeast gro inh – growth inhibition of WT yeast, mitochondrial fusion screen | mitochondrial fusion phenotypic screen, WT strain | inhibition, % at 10 µM | 190,000 compounds, 2.1% hits | AID 1362; in the data active = inhibition above about 58%; tested in S. cerevisiae
Autophagy HCS – autophagy modulation, high-content screen; 190,000 compounds, 0.98% hits; calls only at 10 µM (by protocol); AID 463193; MEF GFP-LC3 puncta imaging; test concentration mostly 10 µM;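 active = percentage of spot-positive cells more than 3 SD above its plate mean, without a fluorescence outlier flag or 80% toxicity; inconclusive = no clear call, values can overlap the other calls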;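 note: spot-positive cell cutoff set from DMSO-treated cells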
Lipid droplet – modulators of hepatic lipid droplet formation. inhibition, % at 6.5 µM. AID 1656. AML12 mouse hepatocytes, oleate lipid droplets, BODIPY imaging. 240,000 compounds, 0.4% hits;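 active = lipid droplet intensity inhibited by at least 50%, with more than 500 cells counted; inconclusive = wells with under 300 cells, treated as cytotoxic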
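Material: mouse AML12 hepatocyte cell line, fixed after treatment; Timing: compound with oleate, overnight; Technique: high-content imaging of BODIPY-stained droplets and DAPI nuclei; Probe or stimulus: oleate, 100 µM final; Dosing: compound at 6.5 µM only.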
CSM14.1 death rescue – protection against thapsigargin-triggered cell killing – 384-well, CSM14.1, ATP luminescence, primary screen (AID 1222) | cellular ATP content (survival), % at 20 µM, or EC50 in µM where a hit was titrated | 190,000 tested, under 10 active | CSM14.1 thapsigargin-induced death rescue, ATP luminescence; higher % means a stronger effect;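 active = EC50 below 50 µM in the dose-response confirmation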;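 note: death triggered by thapsigargin at about 15 µM added after 2 h compound pretreatment; cell ATP read after overnight thapsigargin exposure of roughly 18 to 22 hours; normalized against plate controls of thapsigargin alone and 5% DMSO vehicle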
WT yeast gro inh mutant strain – second read-out of WT yeast gro inh, no call of its own (marks repeat the call); inhibition, %; mitochondrial fusion phenotypic screen, mutant strain inhibition
Dynein cargo inh cytoplasmic EGFP – further read-out of Dynein cargo inh, marked with its call; z-score; measured here: cytoplasmic GR-EGFP intensity; active compounds read high
Dynein cargo inh nuclear GR-EGFP – second read-out of Dynein cargo inh, no call of its own (marks repeat the call); z-score; measured here: nuclear GR-EGFP intensity;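 lower value marks the stronger effect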
Dynein cargo inh cell count – further read-out of Dynein cargo inh, marked with its call; z-score; measured here: cell count per field
Insulin prom up cell count – second read-out of Insulin prom up, no call of its own (marks repeat the call); cell count; measured here: cytotoxicity, nuclei count;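 total cells summed across four imaged fields per well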
Lipid droplet cells 6.5 µM – recorded beside Lipid droplet, whose call it bears; cell count; measured here: cell count, cytotoxicity flag;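 cells counted across two imaged fields per well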
bCat nuc transl cell count 5 µM – recorded beside bCat nuc transl, whose call it bears; cell count; measured here: cell count, cytotoxicity flag
MT stabilize HCS Hoechst-high % – further read-out of MT stabilize HCS, marked with its call; % Hoechst-high responders; measured here: nuclear condensation Hoechst responders;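 share of cells brighter than vehicle mean plus two SD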
MT stabilize HCS cytotoxicity % – also measured in MT stabilize HCS; calls as there; toxicity, %; measured here: cytotoxicity by cell density;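 0% = mean cell density of plate MIN control wells and 100% = no cells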
Autophagy HCS cell loss 18 h – second read-out of Autophagy HCS, no call of its own (marks repeat the call); toxicity, %; measured here: cell loss, nuclei count;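 cell loss after 18 h compound exposure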
An asterisk follows results filed as active; i = inactive; ? = inconclusive; · = no result given.

SMILES	XIAP antagonists	Insulin prom up	Insulin prom up cell count	MT stabilize HCS	MT stabilize HCS Hoechst-high %	MT stabilize HCS cytotoxicity %	bCat nuc transl	bCat nuc transl cell count 5 µM	Dynein cargo inh	Dynein cargo inh cytoplasmic EGFP	Dynein cargo inh nuclear GR-EGFP	Dynein cargo inh cell count	WT yeast gro inh	WT yeast gro inh mutant strain	Autophagy HCS	Autophagy HCS cell loss 18 h	Lipid droplet	Lipid droplet cells 6.5 µM	CSM14.1 death rescue
CCn1c(/C=C/c2c(C)n(CC)c3ccccc23)nc2ccccc2c1=O	-2.4%	0.39	1350	5.5	2.3	4.5	1.7	1009	1.8	0.54	1.2	-1.4	8	-9	i	6	-2	694	1.3%
O=C(NCC1CC1)[C@@H]1C[C@H]1[C@@H](NP(=O)(c1ccccc1)c1ccccc1)c1ccccc1	-18%	0.29	980	4.1	3.1	4.0	·	·	1.7	-0.28	1	0.14	-7	-17	i	-6	-4	753	-1.2%
CCc1nnc(NC(=O)CSc2nc3[nH]ncc3c(=O)[nH]2)s1	-7.5%	-0.61	1209	1.6	0.3	0.6	-0.8	1025	2.1	-0.2	1.4	-1.5	3	-4	i	32	-1	669	-2.4%
Cc1c(NC(=O)/C(C#N)=C/c2c(Oc3ccccc3)nc3ccccn3c2=O)c(=O)n(-c2ccccc2)n1C	-7.5%	1.2	1403	4.3	2.6	8.4	-1.5	1092	0.22	-0.21	0.41	-0.15	-3	8	i	2	11	677	-0.3%
Cc1ccc2c(c1)C(c1ccncc1)=NNC(c1ccccc1)=N2	-3.8%	·	·	1.5	2.1	1.1	2.3	982	2	-0.24	1.1	-1.3	4	-2	i	-1	-5	752	4.5%
Cc1ccc(-c2nnc(SCC(=O)NNC(=O)COc3cccc(C)c3)n2C)cc1	-6.3%	·	·	1.3	2.1	6.5	·	·	0.36	-0.22	-0.13	0.052	-4	5	i	1	·	·	3.7%
NC(=O)c1sc2nc3c(c(-c4ccccc4)c2c1N)CCC3	-15%	0.09	1040	3.5	2.4	2.4	-0.7	1236	-0.36	-0.14	0.11	-0.49	-6	-19	i	-13	-5	747	-1.0%
CC(C)C1NC(=S)N(Cc2ccccc2)C1=O (stereo not drawn)	-4.7%	1	1729	4.5	2.5	1.5	-0.5	1419	1.5	-0.066	1.4	-1.4	-2	2	i	24	·	·	-0.6%
CCCCSc1nnc(-c2ccc(NC(=O)CC)cc2)n1C	-2.5%	-0.74	878	2.3	1.6	7.6	·	·	-0.86	-0.17	-0.29	0.64	-5	-16	i	-1	·	·	-1.5%
Cc1c(Cl)ccc2sc(NC(=O)CN3C(=O)c4ccccc4C3=O)nc12	74%	2.3	1290	2.6	1.6	3.1	-3.1	572	-0.88	-0.13	0.11	-0.26	-13	-20	i	7	11	711	-1.2%
Cn1c2c(c(=O)n(C)c1=O)C(NC(=O)C(C)(C)C)(C(F)(F)F)C(=O)N2 (stereo not drawn)	-6.6%	0.34	818	2.1	1.5	10	·	·	-1.1	0.15	-0.55	0.64	-8	2	i	5	·	·	-0.3%
COc1ccc(NC(=O)C(c2ccc(C)cc2)N(C)C(=O)CC2NC(=O)NC2=O)cc1 (stereo not drawn)	-3.7%	·	·	2.1	2.2	0.2	-1.4	1162	-0.022	-0.21	0.044	0.78	-22	1	i	-6	-7	670	-2.7%
Cc1ccc(N=Nc2ccc(O)c3ncccc23)cc1	0.2%	?	·	3.2	1.4	23	-3.8	383	-0.46	-0.31	-0.69	0.57	64*	62*	i	29	-17	386	-3.7%
Cc1c(NC(=O)CCC(=O)N2CCOCC2)c(=O)n(-c2ccccc2)n1C	-1.2%	-0.04	1231	2.2	2.3	7.4	12	534	0.17	-0.26	0.0047	0.29	10	15	i	-2	-2	751	-3.9%
COc1ccc(Cl)cc1S(=O)(=O)N1CCN(c2ccc(F)cc2)CC1	-0.2%	0.2	1707	3.2	3.2	7.8	-0.1	1027	0.59	-0.29	0.59	0.8	18	4	i	2	-9	726	2.2%
O=C1c2cccc3cccc(c23)C(=O)N1c1ccc2ncccc2c1	-2.8%	-0.04	1230	2.8	1.6	1.3	-3.7	1097	-0.71	-0.24	-0.3	0.29	0	6	i	-6	0	736	-0.4%
O=C(N/N=C1/SCC(=O)N1Cc1ccco1)c1ccccc1F	-7.5%	-0.04	1634	2.7	2.7	6.8	2.0	959	-0.54	-0.12	0.2	-0.86	-16	-6	i	4	-1	635	0.1%
COc1ccc(NC(=O)c2[nH]c(C)c(C(C)=O)c2C)cc1S(=O)(=O)N1CCOCC1	-7.1%	-0.04	1283	3.5	2.2	0.1	1.0	966	-0.46	-0.25	-0.12	0.18	-6	11	i	13	31	692	4.1%
CCC(=O)N(Cc1ccc(S(N)(=O)=O)cc1)C1CC(=O)N(c2ccc(OC)cc2)C1=O (stereo not drawn)	-3.2%	-0.02	1881	3.8	2.7	2.9	-3.9	1146	0.15	-0.2	-0.076	-0.85	12	19	i	-18	-3	654	-1.3%
Cc1ccc(C(=O)NCCc2nnc3ccc(SCC(=O)Nc4ccc(C)cc4C)nn23)cc1	-9.5%	-0.22	1376	3.7	3.6	4.7	-0.6	1030	0.92	-0.26	0.62	-0.86	-11	-5	i	14	-2	663	-0.8%
CCOc1ccc(-c2nnc(SCc3nc4ccccc4[nH]3)n2N)cc1	-7.4%	0.03	802	5.4	2.5	9.0	0.1	1129	-0.18	-0.22	-0.096	0.75	7	6	i	-2	-4	784	-1.9%
C/C(=N\NC(=O)CCCNc1ccccc1)c1ccncc1	-10%	0.92	1441	1.8	1.1	4.8	0.4	1070	-0.35	-0.25	0.16	0.27	-3	-2	i	-15	0	729	1.4%
Cc1ccc2cn[nH]c2c1[N+](=O)[O-]	-7.6%	-0.61	1248	1.6	2.3	3.0	-1.1	1013	0.17	-0.39	-0.056	0.64	-1	-8	i	2	28	706	·
Cc1cccc(N2CCN(C(=O)Cn3cnc4c3c(=O)n(C)c(=O)n4C)CC2)c1C	-4.4%	·	·	3.9	2.9	6.3	0.2	1262	-0.04	-0.25	-0.081	-0.061	-1	-4	i	2	0	734	-2.2%
CC(C)(C)NC(=O)C(c1cccs1)N(C(=O)c1csnn1)c1cccc(F)c1 (stereo not drawn)	2.5%	0.04	1504	3.0	2.6	3.8	0.1	1490	0.44	-0.26	0.56	-0.13	-10	-12	i	-20	5	681	2.0%
CCN(CC)C(=O)c1[nH]cnc1C(=O)N[C@@H](CC(C)C)C(=O)OC(C)(C)C	-0.3%	0.64	1502	1.2	0.7	4.4	-1.4	1134	0.55	-0.26	0.57	-0.63	0	0	i	-5	3	724	0.4%
COc1ccc(N(CC(=O)Nc2cc(C)ccc2C)S(=O)(=O)c2c(C)nn(C)c2C)cc1	-2.2%	-1	1537	3.5	2.4	6.8	-0.6	1121	0.7	-0.18	0.49	-0.13	7	-5	i	17	16	587	·
O=C(NN=C1CCCC1)c1n[nH]c2c1CCCC2	13%	0.23	1532	4.4	1.3	1.5	-0.1	1559	3.1	0.059	1.3	-2.9	8	-10	i	-5	7	737	-1.7%
Cc1nn(C)cc1CN1CCCC(C(=O)c2ccc(-c3ccccc3)cc2)C1 (stereo not drawn)	-5.8%	-1.1	1411	4.4	2.2	6.2	0.7	1509	0.05	-0.027	0.28	-0.39	13	25	i	23	2	679	3.1%
O=S(=O)(c1ccccc1)c1cnc(-c2cccnc2)nc1-c1ccccc1	-6.2%	-0.4	1493	2.1	1.2	3.1	-2.5	1396	1.2	0.093	0.37	-0.27	8	-5	i	-3	·	·	0.1%
COc1ccccc1-c1nnc2sc(COc3ccccc3)nn12	0.5%	-0.68	1114	3.5	2.5	0.2	-5.3	995	0.48	-0.2	0.89	-1.2	10	-10	i	16	·	·	-0.2%
CCCn1c2c(c(=N)c3c1CCC3)CCC2	·	-1.5	856	·	·	·	0.0	1273	1.1	0.26	1.1	-0.88	·	·	·	·	14	737	·
O=C(NCc1ccc(Cl)cc1)C1CCC(CNc2c(N3CCOCC3)c(=O)c2=O)CC1 (stereo not drawn)	·	0.75	1108	·	·	·	1.5	1255	0.54	0.27	0.78	-0.36	·	·	·	·	1	722	·
CC1(c2ccc(OC(F)F)cc2)NC(=O)N(/N=C/c2c(O)ccc3ccccc23)C1=O (stereo not drawn)	-4.4%	-0.05	1223	1.8	1.4	7.5	1.0	863	-0.12	-0.22	0.013	0.64	29	8	i	-2	3	607	0.4%
